PI4K2A block: blocks human PI4K2A kinase activity | Q9BTU6 | purified PI4K2A, ADP-Glo luminescence, 1 h; hits give low values | activity change, negative = inhibition, % at 76.9 µM | 0.13% of 420,000 active; in the data active means activity change below about -50%; inconclusive means mostly about -30% to -49%;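 further: -100% = wells without enzyme as full effect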
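In this quantitative HTS, ADP production by PI4K2A was quantified luminescently after 1 h at ambient temperature; 100 microM adenosine served as plate-quality control.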
RGS4 inhibitor: blocks human RGS4-accelerated GTP hydrolysis. 0.039% of 390,000 active. AID 504845. Potency, µM (series often up to 114 µM), for the others: top-dose activity change, negative = inhibition, usual class: inhibitors. Transcreener GDP fluorescence polarization, RGS4-accelerated GTP hydrolysis; further: potency means the concentration at half of the fitted maximal effect; on the % scale 0 is the no-effect control and ±100 the full control effect; nearly all actives have a fitted effect of over 75% in size; some results filed as inactive show a strong effect at the top dose
Target sequence (P49798 whole entry, looked up): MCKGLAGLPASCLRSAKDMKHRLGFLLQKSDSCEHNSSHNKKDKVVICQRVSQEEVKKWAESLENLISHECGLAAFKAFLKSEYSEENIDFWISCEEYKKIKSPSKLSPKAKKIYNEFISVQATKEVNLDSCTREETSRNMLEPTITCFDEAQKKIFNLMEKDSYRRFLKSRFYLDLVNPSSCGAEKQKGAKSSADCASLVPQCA
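MLSMR compounds (23 nl, pin-transferred) preincubated 10 min at room temperature with a 500nM (2x) first reagent, then RGS4 at 900nM (2x) plus Transcreener GDP mix added; fluorescence polarization (620/688 nm) read before and after 90 min at 30 °C.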
12-LOX inh: ALOX12 (human) lipoxygenase inhibition. purified 12hLO, xylenol orange hydroperoxide absorbance. Potency, µM (titrated, usually from 108 µM), without a hit: top-dose activity change, negative = inhibition, hits mostly inhibitors. P18054. 1.1% of 580,000 active; further: potency means the concentration at half of the fitted maximal effect; on the % scale 0 is the no-effect control and ±100 the full control effect
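Hydroperoxide product was detected by ferrous iron/xylenol orange as the 573 to 405 nm absorbance ratio. Arachidonic acid at 40 uM (final) was turned over for 30 min at room temperature by 150 nM human 12hLO, pH 7.0 Hepes buffer, after 15 min compound preincubation.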
G9a inh: inhibitors of human histone lysine methyltransferase G9a; 8.8% of 350,000 active; Potency, µM (titrated, usually from 102 µM), for the others: at the top dose activity, negative = inhibition, actives largely listed as inhibitors; G9a H3K9 monomethylation, AlphaScreen, 2 h; AID 504332; further: potency means the concentration at half of the fitted maximal effect; on the % scale 0 is the no-effect control and ±100 the full control effect; nearly all actives have a fitted effect of over 75% in size
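Chemiluminescent proximity detection of H3K9 monomethylation, read after 10 min bead incubation in the dark. Reaction: 20 nM G9a, 500 nM biotin-H3K9 peptide, 20 uM SAM cofactor, 2 h, room temperature, following 15 min enzyme-compound preincubation.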
JMJD2A Tudor inh: blocks the human JMJD2A Tudor domain | O75164 | AlphaScreen JMJD2A-Tudor / H3K4me3 peptide binding | Potency, µM (titrated, usually from 114 µM), without a hit: at the top dose activity change, negative = inhibition, usual class: inhibitors | 4.4% of 390,000 active | AID 504339; further: potency means the concentration at half of the fitted maximal effect; on the % scale 0 is the no-effect control and ±100 the full control effect; nearly all actives have a fitted effect of over 50% in size
HP1b binding inh: inhibitors of HP1-beta chromodomain binding to methylated histone tails. P83916. AlphaScreen HP1-beta / biotin-H3K9me3 peptide binding. Potency, µM (series often up to 114 µM), for inactives: top-dose activity change, negative = inhibition, usual class: inhibitors. 0.56% of 390,000 active; further: potency means the concentration at half of the fitted maximal effect; nearly all actives have a fitted effect of over 70% in size; inactives centre near 23
Target sequence (P83916 whole entry, looked up): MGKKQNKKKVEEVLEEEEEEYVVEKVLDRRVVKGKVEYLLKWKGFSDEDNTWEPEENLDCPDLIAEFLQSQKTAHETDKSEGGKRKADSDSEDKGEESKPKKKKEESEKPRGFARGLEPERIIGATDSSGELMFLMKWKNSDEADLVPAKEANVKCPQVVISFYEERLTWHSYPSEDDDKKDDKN
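Compound inhibition of the preformed complex between 50 nM HP1-beta and 50 nM biotinylated H3K9me3 peptide was read by AlphaScreen. Buffer was PBS pH 7.4 with 0.01% Tween-20. Incubations ran 30 min at room temperature, with 10 ug/mL donor/acceptor beads.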
GLS inh: inhibitors of human glutaminase (GLS). O94925. GLS enzymatic activity, qHTS titration. Potency, µM (doses to about 45.5 µM), without a hit: at the highest dose activity change, negative = inhibition, actives largely listed as inhibitors. 0.21% of 410,000 active. AID 624170; further: potency means the concentration at half of the fitted maximal effect; on the % scale 0 is the no-effect control and ±100 the full control effect
Target sequence (O94925 whole entry, looked up): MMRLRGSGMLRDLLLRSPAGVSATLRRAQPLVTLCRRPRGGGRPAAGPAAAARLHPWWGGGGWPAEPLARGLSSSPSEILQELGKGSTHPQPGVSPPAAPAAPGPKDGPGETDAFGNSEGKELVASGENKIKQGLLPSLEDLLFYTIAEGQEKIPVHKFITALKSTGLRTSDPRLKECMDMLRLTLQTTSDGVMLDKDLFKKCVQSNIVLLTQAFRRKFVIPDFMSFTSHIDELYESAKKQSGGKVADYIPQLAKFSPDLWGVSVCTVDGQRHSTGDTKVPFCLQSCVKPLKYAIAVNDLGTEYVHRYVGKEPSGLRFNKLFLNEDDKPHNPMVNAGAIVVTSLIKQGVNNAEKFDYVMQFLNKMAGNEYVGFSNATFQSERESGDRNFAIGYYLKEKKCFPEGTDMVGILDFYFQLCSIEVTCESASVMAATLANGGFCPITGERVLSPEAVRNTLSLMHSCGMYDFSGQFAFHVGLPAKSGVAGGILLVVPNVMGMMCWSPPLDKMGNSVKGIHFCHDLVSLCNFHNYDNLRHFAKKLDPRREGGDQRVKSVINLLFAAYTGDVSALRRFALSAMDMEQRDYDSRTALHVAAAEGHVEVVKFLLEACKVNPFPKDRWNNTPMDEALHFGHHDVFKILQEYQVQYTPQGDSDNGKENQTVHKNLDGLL
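Compounds were pin-transferred onto hKGA, after which L-glutamine (1 mM solution) and a detection mix of glutamate oxidase, HRP and Amplex Red were added. Initial and 30 min RT fluorescence reads were collected.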
BAZ2B block: blocks human BAZ2B; AlphaScreen BAZ2B-H3K14Ac peptide displacement; Potency, µM (doses to about 114 µM), for the others: at the highest dose activity change, negative = inhibition, usual class: inhibitors; 4.4% of 360,000 active; further: potency means the concentration at half of the fitted maximal effect; on the % scale 0 is the no-effect control and ±100 the full control effect; nearly all actives have a fitted effect of over 60% in size
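BAZ2B 50 nM plus b-H3(5-23)K14Ac 50 nM, PBS pH 7.4/0.01% Tween-20, 30 min RT; compound added (max 110 uM), 30 min RT; streptavidin donor/Ni-chelate acceptor beads 10 ug/mL final, 20 min dark; AlphaScreen read.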
ERG-DNA inh: ERG Ets/DNA interaction inhibition | P11308 | fluorescence polarization, His-ERG Ets domain / labelled DNA | Potency, µM (top dose mostly 76.9 µM), inactives show at the highest dose FP activity, negative = inhibition, most hits filed as inhibitors | 0.028% of 370,000 active; active means well fitted inhibition curve with a large enough effect in the polarisation, with a control signal flat; inconclusive means small, poorly fitted or top-dose-only effect, or effect the other way, or a change in a side signal; inactive means no such curve, though single readings can be large or run the other way; the % refers to the polarisation;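 further: polarization taken with two DNA probes labelled with fluorescein and Texas red; potency means the concentration at half of the fitted maximal effect; % of control where 0% means no effect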
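His-tagged ERG Ets domain (1 uM in the protein solution; 300mM KCl, 50mM Tris-HCl, 1mM EDTA, 1mM DTT, pH 7.5) received compound, then a probe mix of 5 nM fluorescein-DNA and 100nM Texas-615-DNA. Fluorescence polarization was read for both dyes.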
* = called active by the depositor; ? = inconclusive; . = not tested or not shown; & = joins results of further samples; [ ] = remark or other dose. Unless noted, the call rests on the fitted dose curve; in most records, active means well fitted curve in the direction sought with a large enough effect; inconclusive means small, poorly fitted or top-dose-only effect, or another doubt; inactive means no such curve, though single readings can be large; an effect the other way counts as inactive or inconclusive. These rows are one share of the data, so the mix of outcomes need not match the whole.

SMILES	PI4K2A block	RGS4 inhibitor	12-LOX inh	G9a inh	JMJD2A Tudor inh	HP1b binding inh	GLS inh	BAZ2B block	ERG-DNA inh
CCOc1cc(NC(=S)NCC2CCCO2)c(OCC)cc1NC(=O)c1ccccc1C (configuration not stated)	0	-29%	-32%	-8%	?	1%	7%	-32%	-4%
COc1cc2ccccc2cc1C(=O)N(CCN(C)C)c1nc2c(F)cc(F)cc2s1	-6	-1%	?	32µM*	?	-18%	3%	?	8%
O=C(N/N=C/C(Cl)=C\c1ccccc1)c1cccs1	9	-26%	46%[activator]	0%[59 µM]	-7%	25%	-3%	-3%	9%
CC(NC(=O)c1ccccc1)C(=O)N/N=C/c1ccco1 (configuration not stated)	-1	12%	22%	?	-4%	-7%	0%	0%	-4%
COC(=O)C1=C(C(=O)OC)C2(OC1c1ccccc1C)C(=O)c1ccccc1C2=O (configuration not stated)	-6	-32%	?	14µM*	-13%	17%	19%	5%	6%
Cc1ccc(/C([O-])=C(/C(=S)NCc2ccccc2)[n+]2ccccc2)cc1[N+](=O)[O-]	-4	-16%	?	20µM*	-25%	-9%	1%	?	16%
O=C(CSCc1cnn(-c2ccccc2)c1-n1cccc1)NCc1ccc(F)cc1	3	-1%	-27%	-40%[59 µM]	8%	37%	2%	-5%	0%
S=C(c1ccc(-c2ccc(Br)cc2)o1)N1CCCCC1	1	-3%	-30%	79µM*	?	-13%	-6%	-5%	6%
Cc1ccc([N+](=O)[O-])c(OCCn2cnc3ccccc32)c1	1	28%	5%	8%[59 µM]	-21%	30%	-4%	-9%	0%
CCC1CN(C(=O)NCc2cccc(OC)c2)c2cc(Cl)ccc2O1 (configuration not stated)	0&2	3%&11%	-1%&-22%	89%[activator]	29%&-15%	93%&40%[activator]	-2%&3%	7%&-3%	3%&3%
Cc1nc2ccc([N+](=O)[O-])cc2c(=O)n1Cc1ccccc1Br	-3	-19%	0%	-13%	-32%	-9%	-12%	?	4%
O=C(NCCCN1CCCC1=O)c1ccc2c(=O)n(Cc3ccco3)c(=S)[nH]c2c1	-3	-29%[11.4 µM]	-26%	10µM*	?	-19%	?	5%	-5%
O=C(Nc1ccccc1)Nc1ccc2ncoc2c1	0	-5%	6%	24%[12.7 µM]	-4%	34%[activator]	0%	-21%	-1%
COc1ccc(CCNC(=O)c2cccc(S(=O)(=O)NC(C)c3ccccc3)c2)cc1 (configuration not stated)	2	14%	11%	9%[12.7 µM]	-27%	27%	-8%	4%	12%
NC(=O)CCN(C(=O)c1cccc(S(=O)(=O)N2CCc3ccccc32)c1)c1ccccc1	0	-9%	3%	-3%[12.7 µM]	-11%	24%	3%	12%	-10%

Reprinted from the part before: two entries, followed by the next part.
SMILES	PI4K2A block	RGS4 inhibitor	12-LOX inh	G9a inh	JMJD2A Tudor inh	HP1b binding inh	GLS inh	BAZ2B block	ERG-DNA inh
COc1ccc(CCNC(=O)c2cccc(S(=O)(=O)NC(C)c3ccccc3)c2)cc1 (configuration not stated)	2	14%	11%	9%[12.7 µM]	-27%	27%	-8%	4%	12%
NC(=O)CCN(C(=O)c1cccc(S(=O)(=O)N2CCc3ccccc32)c1)c1ccccc1	0	-9%	3%	-3%[12.7 µM]	-11%	24%	3%	12%	-10%
Cc1occc1C(=O)N/N=C/C1=C(N2CCOCC2)C(=C\c2ccc(Cl)cc2Cl)/CC1	2	1%	-7%	-2%[59 µM]	-6%	26%	4%	1%	0%
Cc1ccc(Cn2cc(S(=O)(=O)c3cccc(C)c3)c(=O)c3cc(F)c(N4CCOCC4)cc32)cc1	0	-18%	2%	-3%[59 µM]	-10%	31%	1%	-2%	8%
COCC(=O)N/N=C\c1ccccc1OC/C=C/c1ccccc1	1	-2%	0%	25%	-18%	23%	0%	-16%	31%[activator]
COc1ccccc1N1CCN(S(=O)(=O)CCNC(=O)COc2ccccc2F)CC1	-5	-39%	-15%	-20%[59 µM]	-14%	25%[57 µM]	2%	3%	6%
CCN(CC)S(=O)(=O)c1ccc(F)cc1	-3	-26%	7%	-13%[59 µM]	-8%	31%	-6%	3%	-6%
COc1cc2c(cc1OC)C(COc1cccc(C(F)(F)F)c1)N(C(=O)c1ccc(S(=O)(=O)N3CCCC3)cc1)CC2 (configuration not stated)	10	9%	-19%	3%[59 µM]	-24%	17%	4%	-3%	1%
O=C(CSc1cn[nH]n1)Nc1cccc(C(=O)O)c1	0	?	3%	0.71µM*	8.9µM*	18µM*	-25%	-32%	10%
O=C(Nc1ccc(-n2cccn2)cc1)C1CCCCN1Cc1cccc2c1OCO2 (configuration not stated)	11	-1%	4%	-7%[59 µM]	-26%	6%[57 µM]	3%	?	1%
Cc1ccc(OS(=O)(=O)c2ccc(N3C(=O)CCC3=O)cc2)cc1	5	-11%	-16%	?	-13%	10%	0%	11%	-4%
CC1CCCCN1C(=O)CSc1ccc(-c2ccc(F)cc2)nn1 (configuration not stated)	-4	-1%	0%	8%[12.7 µM]	-10%	48%[activator]	1%	1%	-1%
COc1cc(C(C)=O)ccc1OCc1cc(C(=O)N2CCSCC2)no1	-1	9%	4%	.	-12%	16%	0%	-37%	-2%
Cc1cc(-n2c(C)cc(C(=O)COc3cccnc3[N+](=O)[O-])c2C)no1	0	-10%	-6%	40µM*	-23%	-12%	7%	?	5%
COc1ccc2c(c1)CCc1cn[nH]c1-2	3	?	.	-7%	?	7%	4%	-18%	-9%
C=CCNCCOCCOc1ccccc1-c1ccccc1	-5	8%	?	.	50µM*	-26%	2%	79µM*	8%
O=C(COCc1cc(-c2cccs2)on1)NC1CCCCC1	0	-18%[56.9 µM]	17%	-9%	-3%	64%[activator]	-3%	-1%	20%
CN1CCN(Cc2ccc(Sc3ccc(Cl)cc3)c([N+](=O)[O-])c2)CC1	14	13%	?	-44%	?	-29%	1%	32µM*	5%
CCCN1CCN(CCCNC(=O)c2cc3c(=O)n(CC)c4ccccc4c3s2)CC1	1	22%	-9%	-5%[59 µM]	-25%	17%	2%	-11%	?
COc1ccc(S(=O)(=O)N(C)CC(=O)N2CCN(C)CC2)cc1C	-2	-23%	-23%	-6%[12.7 µM]	-8%	46%[activator]	-2%	-4%	-1%
CN(C1CCCCC1)S(=O)(=O)c1ccc(NC(=O)CCC(=O)O)cc1	-1	7%	-9%	-13%[59 µM]	-2%	33%	-1%	-4%	-5%
CC(=O)Nc1ccc(NC(=O)CCc2c(C)nc3c(c(C)nn3-c3ccccc3)c2C)cc1	-1	-13%	-26%	25%[59 µM]	-12%	56%[activator]	-4%	29%	4%
CCN(C(=O)CSc1nnc(NCCOC)s1)c1c(N)n(Cc2ccccc2)c(=O)[nH]c1=O	-3	6%	-7%	.	-10%	45%[activator]	23%	.	2%
COc1ccnc(N2CCN(c3cccc(C(F)(F)F)c3)CC2)c1C#N	0	0%	4%	-13%[2.33 µM]	1%	20%	-3%	10%	.
Cc1ccc(-n2ncc(C(=O)N3CCN(c4cc(Cl)ccc4C)CC3)c2C2CCN(C(=O)OC(C)(C)C)CC2)cc1	-3	-46%	-7%	-28%[59 µM]	-17%	7%	-6%	2%[57.1 µM]	-9%
Cc1c(CN2CCC(n3nccc3NC(=O)c3cccc(F)c3)CC2)cnn1C	2	13%	0%	9%[12.7 µM]	-5%	20%	5%	-1%	-5%
COc1ccc(CNC(=O)CN(C(=O)CCC(=O)Nc2nccs2)c2cccc(C)c2)cc1	-2	2%	1%	10%[59 µM]	-11%	3%	-1%	2%	-3%
Cc1ccc(NC(=O)CN2C(=O)C3C4C=CC(C4)C3C2=O)cc1S(=O)(=O)N(C)C (configuration not stated)	-1	-9%	?	-3%[59 µM]	-11%	15%	2%	8%	13%
CC/C(=N/OC(=O)c1cccc(C)c1)C(=O)c1cccs1	-7	-24%	-21%	46%	24%	101%[activator]	-1%	46%[activator]	-9%
CN(C)c1ccc(C=c2c3ccccc3n3c2c2c([n+]3C)CCCC2)cc1	-16	?	?	.	28µM*	?	18%	.	.
COc1ccc(C(=O)c2ccccc2Cl)cc1OC	-3	25%	5%	42%	10%	13%	7%	10%	0%
C=CCCC(=O)Nc1nc(C)c(-c2csc(Nc3cccc(OC)c3)n2)s1	-3	?	-13%	?	?	-12%	-1%	?	-6%
O=C(O)c1cccc2c1-c1ccc(Cl)cc1C2=O	-2	-9%	-12%	.	-15%	38%	2%	.	-20%
C=CCN1C=C2C(=O)C(C)(OC(=O)c3cccs3)C(=O)C=C2C=C1CCCC(=O)OC (configuration not stated)	-9	-32%	6%	-6%[12.7 µM]	-29%	11%	-10%	79µM*	-12%
COc1ccc(NC(=O)COC(=O)Cc2ccsc2)c(OC)c1	1	-5%	-15%	.	-4%	33%[57 µM]	0%	.	4%
CCNCc1cc([N+](=O)[O-])ccc1OCC	6	4%	-7%	?	-15%	5%[57 µM]	-2%	-6%	-11%
Cc1snc(SCC(=O)c2ccc([N+](=O)[O-])cc2)c1C#N	-3	?	?	1.8µM*	-11%[11.4 µM]	?	0%	14µM*	11%
COc1ccc(-c2noc(C3CC(=O)N(c4ccc(C)c(F)c4)C3)n2)c(OC)c1 (configuration not stated)	4	-39%	-24%	-1%[59 µM]	-21%	49%[activator]	-1%	-13%	0%
NS(=O)(=O)c1ccc(CCNC(=O)CN2CCN(c3ccccc3F)CC2)cc1	0	1%	-17%	2%[59 µM]	-1%	31%	0%	10%	-6%
CC(=O)Nc1ccc(S(=O)(=O)NCCC(=O)OCC(=O)NCc2ccccc2)cc1	1	1%	5%	.	6%	16%[57 µM]	-6%	.	-12%

Screens from PubChem.
